High-throughput results (PubChem BioAssay)
TexasRed fluor: counter-screen for TRb-SRC2 inhibitors: fluorescence interference; TRb/SRC2 Texas Red total fluorescence interference; Potency, µM (doses to about 106 µM), inactives show top-dose fluorescence change, negative = quenching; 0.29% of 280,000 active; active = well fitted curve in either direction with a large enough effect; inconclusive = small, poorly fitted or top-dose-only effect
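Human TRβ ligand-binding domain (0.6 uM) and Texas Red SRC2 peptide (20 nM) in Tris buffer with 1 uM T3 and 5% DMSO were incubated with pinned compound for 5 hr at ambient temperature. Total fluorescence was computed as S + 2P (555/632 nm).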
L3MBTL1 block: L3MBTL1 (human) inhibition; Potency, µM (doses to about 57.1 µM), without a hit: top-dose activity, negative = inhibition, actives largely listed as inhibitors; Q9Y468; 0.66% of 230,000 active; AlphaScreen L3MBTL1–H3K9me1 peptide binding; AID 485360; also: nearly all actives have a fitted effect of over 60% in size
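L3MBTL1 50 nM + b-AHA-H3(1-15)K9me1 75 nM, 30 min RT; compound added, 30 min RT; streptavidin donor/Ni-chelate acceptor beads 10 ug/mL each final, 30 min RT dark; AlphaScreen read.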
JMJD2E inh: blocks human JMJD2E demethylase activity; JMJD2E catalytic domain, FDH-coupled NADH fluorescence (FDH is formaldehyde dehydrogenase); Potency, µM (series often up to 57.1 µM), for the others: at the top dose activity change, negative = inhibition, most hits filed as inhibitors; 1.6% of 230,000 active; AID 2147; active = well fitted inhibition curve with a large enough effect, not every such curve was filed as active; inconclusive = small, poorly fitted or top-dose-only effect, or another doubt; inactive = no such curve, though single readings can be large or run the other way;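 also: 0% = wells with enzyme and -100% = buffer wells without enzyme; nearly all actives have a fitted effect of over 50% in size; many of its hits are not listed in these tables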
GoLoco inh red: blocks human Gai1 binding to RGS12 GoLoco peptide, red readout. P63096. Gai1:RGS12 GoLoco peptide FP, rhodamine, 10 min. Potency, µM (top dose mostly 61.6 µM), for the others: top-dose activity, negative = inhibition, usual class: inhibitors. 0.44% of 230,000 active; active = well fitted inhibition curve with a large enough effect, not every such curve was filed as active; inactive = no such curve, though single readings can be large or run the other way; also: nearly all actives have a fitted effect of over 30% in size; many of its hits are not listed in these tables
Target sequence (P63096 whole entry, looked up): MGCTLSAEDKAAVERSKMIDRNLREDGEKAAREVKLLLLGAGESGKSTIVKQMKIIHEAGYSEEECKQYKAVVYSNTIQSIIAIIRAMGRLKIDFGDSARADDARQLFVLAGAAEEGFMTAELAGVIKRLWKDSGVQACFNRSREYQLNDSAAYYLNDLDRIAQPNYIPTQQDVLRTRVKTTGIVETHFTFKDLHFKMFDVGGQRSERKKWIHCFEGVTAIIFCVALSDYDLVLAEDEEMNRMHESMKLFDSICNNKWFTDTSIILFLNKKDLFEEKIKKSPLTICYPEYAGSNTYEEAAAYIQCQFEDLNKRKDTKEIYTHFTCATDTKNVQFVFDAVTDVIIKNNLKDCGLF
Tau fibril FP: tau fibrillization inhibition (FP) | AID 1468 | K18 P301L tau heparin fibrillization, Alexa594 FP, 6 h | 0.39% of 280,000 active | P10636 | Potency, µM (highest dose often 57.7 µM), for inactives: top-dose activity, negative = inhibition, hits mostly inhibitors; also: nearly all actives have a fitted effect of over 55% in size
Target sequence (P10636 561-689 P618L limits assumed): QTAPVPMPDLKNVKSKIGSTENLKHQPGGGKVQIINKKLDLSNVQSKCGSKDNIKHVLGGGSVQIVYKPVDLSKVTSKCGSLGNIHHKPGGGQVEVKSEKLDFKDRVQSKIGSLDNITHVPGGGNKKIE
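FP of Alexa 594-tau after heparin (20 uM) induction. Substrate: human K18 P301L, 15 uM unlabeled, 0.24 uM labeled. Buffer 100 mM sodium acetate pH 7. 6 hr, 37 C.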
RECQ1 inh: blocks DNA unwinding by human RECQ1 | RECQ1 DNA unwinding, red fluorescence kinetic read | Potency, µM (series often up to 57.3 µM), for the others: at the top dose activity, negative = inhibition, hits mostly inhibitors | 0.54% of 240,000 active;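 also: plate controls were vehicle for no effect and no enzyme for full effect; nearly all actives have a fitted effect of over 30% in size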
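50 nM RECQ1T1 preincubated 15 min with compound in Tris pH 8.0 buffer with MgCl2, DTT, Tween-20 and 2.5 ug/ml poly(dI-dC); started with 200 nM TAMRA/BHQ-2 forked duplex and 2 mM ATP. Unwinding read as fluorescence (525/598 nm), two reads 2 h apart.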
Tau ThT inhib: blocks human tau fibril formation measured by thioflavin T | AID 1460 | 2.1% of 270,000 active | P10636 | Potency, µM (top dose mostly 57.4 µM), for inactives: top-dose activity, negative = inhibition, usual class: inhibitors | recombinant tau K18 P301L (four-repeat tau fragment), heparin-induced fibrillization, ThT fluorescence; also: nearly all actives have a fitted effect of over 55% in size
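Recombinant human tau K18 fragment […] carrying P301L, 15 uM unlabeled plus 0.24 uM Alexa 594-labeled, was fibrillized with 20 uM heparin in 100 mM sodium acetate pH 7 for 6 hr at 37 C; 30 uM ThT fluorescence read after 1 hr.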
TRb SRC2 PPI: TRbeta-SRC2 interaction inhibition | P10828 | TRbeta-SRC2 peptide binding, fluorescence polarization; receptor liganded with 1 µM T3 | Potency, µM (titrated, usually from 106 µM), for inactives: top-dose activity change, negative = inhibition, usual class: inhibitors | 0.065% of 280,000 active | AID 1469;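 also: plate controls were bound peptide for no effect and peptide without receptor for full effect; nearly all actives have a fitted effect of over 50% in size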
Target sequence (P10828 whole entry, looked up): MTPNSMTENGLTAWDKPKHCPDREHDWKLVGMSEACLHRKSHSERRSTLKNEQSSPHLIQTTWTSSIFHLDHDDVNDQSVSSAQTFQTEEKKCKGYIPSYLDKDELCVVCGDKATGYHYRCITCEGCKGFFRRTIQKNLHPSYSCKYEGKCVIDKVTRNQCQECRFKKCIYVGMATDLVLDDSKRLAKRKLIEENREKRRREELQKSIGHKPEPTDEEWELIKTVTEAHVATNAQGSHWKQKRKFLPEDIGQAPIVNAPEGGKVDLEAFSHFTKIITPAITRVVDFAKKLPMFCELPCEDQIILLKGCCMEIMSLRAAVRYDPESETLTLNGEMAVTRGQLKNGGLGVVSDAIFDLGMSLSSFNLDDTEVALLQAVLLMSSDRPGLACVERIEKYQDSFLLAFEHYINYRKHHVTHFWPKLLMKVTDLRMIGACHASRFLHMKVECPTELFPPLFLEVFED
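Polarization signal, normalized between peptide-alone and full complex controls, measured compound effects on T3-liganded human TRb LBD (0.6 uM) binding 20 nM Texas Red SRC2 peptide after 5 hr.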
An asterisk follows results filed as active; i = inactive; ? = inconclusive; . = no result given; & = joins results of further samples; [ ] = remark or other dose. Unless noted, calls follow the shape of the dose curve; as a rule, active = well fitted curve in the direction sought with a large enough effect; inconclusive = small, poorly fitted or top-dose-only effect, or another doubt; inactive = no such curve, though single readings can be large; an effect the other way counts as inactive or inconclusive. Unless noted, % is scaled to controls: 0 for no effect and ±100 for the full control effect; potency is read from the fitted curve at half-maximal effect. Not all compounds are listed (hit frequency here may not be typical).

SMILES	TexasRed fluor	L3MBTL1 block	JMJD2E inh	GoLoco inh red	Tau fibril FP	RECQ1 inh	Tau ThT inhib	TRb SRC2 PPI
NC(=O)[C@@H]1CCCNc2c(F)cc([N+](=O)[O-])cc2C(=O)N[C@@H](CO)C(=O)NCC(=O)N1	-3%	3%	-14%	3%	2%	8%	-18%	-12%
CCn1cc(S(=O)(=O)c2ccccc2)c(=O)c2cc(F)c(F)cc21	0%	.	.	.	-1%	.	-4%	-3%
CC(C)c1ccc(NC(=O)CSc2nc(=O)n(Cc3ccccn3)c3c2CCC3)cc1	1%	.	.	.	-7%	.	-10%	-12%
CC(=O)Nc1ccc(S(=O)(=O)N2CCN(C)CC2)cc1	-4%	.	-5%	0%	4%	i	4%	-2%
CC(=O)C1C(c2ccc(Br)cc2)C2C(C)=NN=C2CC1(C)O (stereo unspecified)	-5%	-2%	2%	-1%	3%	-2%	-5%	4%
c1ccc(Oc2ccc(-n3cnnn3)cc2)cc1	1%	-1%	7%	-6%	8%	-3%	-9%	-5%
O=C(COc1ccccc1)Nc1nc(-c2ccc(S(=O)(=O)N3CCOCC3)cc2)cs1	2%	-9%	?	16%	-11%	i	-6%	-5%
Cc1cccc(Nc2ncnc3c2cnn3Cc2ccccc2)c1	-1%	-6%	4%	12%	?	23%	2%	4%
Cc1ccc(S(=O)(=O)N(Cc2nccn2C)C(C)C)cc1	0%	-10%	5%	9%	2%	-3%	-7%	2%
N=c1n(CC(=O)c2cccs2)c2ccccc2n1Cc1ccccc1	-2%	9%	-5%	4%	-2%	-11%	-13%	1%
N#CCC(=O)Nc1nc(-c2ccc3c(c2)OCCO3)cs1	-5%	0%[11.4 µM]	?	4%	8%	-3%	?	0%
COC(=O)C(C)N(C(=O)c1cccc2ccccc12)c1c(C)cccc1C (stereo unspecified)	-1%	.	-2%	-1%	-1%	i	-9%	-2%
Cc1ccc(-c2nnc(N3CCCCC3)c3ccccc23)cc1S(=O)(=O)NCC1CCCO1 (stereo unspecified)	-6%	.	-1%	-7%	-2%	i	-12%	1%
COc1ccccc1NC(=S)N(Cc1ccc(C)cc1)Cc1cccnc1	-3%	.	-5%	12%	2%	-6%	2%	-2%
Cc1ccccc1N(CC(=O)Nc1ccccc1C(=O)O)S(C)(=O)=O	2%	4%	0%	4%	-17%	-8%	-6%	-9%
O=c1[nH]c(=O)n(-c2ccccc2)c2c1C(C(F)(F)F)(C(F)(F)F)N=C(CCC1CCCCC1)N2	-2%	-8%	-4%	-3%	-2%	3%	3%	-1%
Cc1occc1C(=O)Nc1cccc(Cn2cccn2)c1	-3%	3%	-7%	12%	4%	-4%	-1%	2%
COc1ccccc1C(=O)Nc1cccc(N(C)S(C)(=O)=O)c1	-2%	1%	?	-11%	9%	5%	3%	-6%
O=C(CSc1nc(O)cc(=O)n1-c1ccccc1)N1CCCCC1	-1%	.	5%	16%	5%	-3%	-8%	-9%
COc1ccc(CNC(=O)C(c2ccc(C)o2)N(C(=O)c2csnn2)c2ccc(C(C)C)cc2)cc1 (stereo unspecified)	0%	.	-4%	10%	5%	-17%	-12%	4%
CC(C)c1nc(SCc2c(F)cccc2Cl)c2c(=O)n(C)c(=O)n(C)c2n1	0%	3%	4%	1%	-13%	-12%	-14%	-6%
CCNC(=O)CC1C(=O)N(c2ccc(F)cc2)C(=O)N1Cc1ccc(OC)c(OC)c1 (stereo unspecified)	-1%	.	.	.	-2%	.	-8%	1%
COCCC(=O)N1CCc2c([nH]c3ccccc23)C1C(C)(C)C (stereo unspecified)	0%[53 µM]	-9%	-3%	8%	4%	i	-3%	3%[53 µM]
Cc1cc2c(c(=O)n1C)C(Cc1ccccc1)C(C#N)=C(N)O2 (stereo unspecified)	1%	-7%	?	12%	-7%	0%	-13%	-12%
COc1ccccc1NC(=O)CN1CCC(c2nc3ccccc3[nH]2)CC1	0%	6%	5%	-4%	-8%	i	-16%	3%
COc1cc2cc(CN(Cc3nnnn3C3CCCC3)C3CCCC3)c(=O)[nH]c2cc1OC	-6%	-3%	?	11%	3%	-8%	2%	-1%
COc1cnc(-c2ccccc2)nc1Sc1ccccc1	0%	14%	3%	6%	?	-5%	-15%	-4%
Cc1ccc(CSc2nc3ccncc3n2Cc2nc(-c3ccc(Cl)cc3)oc2C)cc1	-1%	.	.	.	-5%	.	3%	2%
CC(=O)N1N=C(c2cccc([N+](=O)[O-])c2)OC1c1cccc(Br)c1 (stereo unspecified)	-1%	-25%	?	4%	11%	i	-18%	4%
CCCCNC(=O)C(CC)Sc1nnc(-c2ccc(OC)c(OC)c2)c(-c2ccc(OC)c(OC)c2)n1 (stereo unspecified)	-7%	.	.	.	5%	.	5%	-1%
CCCc1nc2ccccc2c(C(=O)OCC(=O)N2CCc3ccccc32)c1CC	-4%	2%	-15%	7%	6%	-11%	?	-4%
O=C(COc1ccc(F)cc1)OCc1cc(=O)n2nc(C3CCCCC3)sc2n1	0%	.	.	.	-5%	.	-15%	-8%
Cc1cc(C)c(NC(=O)COC(=O)c2cccc3c2C(=O)c2ccccc2C3=O)c(C)c1	-3%	-12%	-6%	5%	6%	-5%	?	-3%
CCC(=O)N1CCc2cc(S(=O)(=O)NCc3ccc(C)cc3)ccc21	-1%	.	.	.	?	.	-4%	-8%
COc1ccccc1N1CCN(CCCCNC(=O)c2ccc(-c3ccc(C(C)=O)cc3)cc2)CC1	-1%&-2%	.	1%	5%&5%	-4%&-10%	i	?	7%&6%
C/C(=N\NC(=O)CNC(=O)C(c1ccccc1)c1ccccc1)c1ccc(C(C)(C)C)cc1	?	0%	9%	20%	5%	-7%	-5%	5%
CCOC(=O)c1ccc(N2C(=O)c3[nH]nc(-c4ccccc4)c3C2c2cccs2)cc1 (stereo unspecified)	-2%	.	.	.	?	.	0%	4%
Cc1cc(N2CCN(C)CC2)nc2ccc(NC(=S)N3CCN(c4ccccn4)CC3)cc12	1%	.	?	9%	2%	i	?	-3%
COc1ccc(-c2nc3ccccc3s2)cc1NC(=O)COc1ccccc1C	1%	.	.	.	-13%	.	-12%	-2%
CC(=O)c1c(-c2ccccc2)c2cc(Cl)ccc2[nH]c1=O	-1%[53 µM]	33%	12%	-7%	3%	10%	11%	-3%[53 µM]
COC(=O)c1ccc(C)c(NS(=O)(=O)c2ccc3c(c2)OCCO3)c1	0%	1%	2%	4%	1%	-11%	-4%	-1%
CC1=C(C(=O)Nc2ccc(F)c(F)c2)C(c2cccs2)NC(=S)N1 (stereo unspecified)	1%	-5%	-4%	-6%	-3%	-11%	2%	3%
CCOc1ccccc1/C=N/OCC(=O)NCc1ccc(F)cc1	-3%	2%	-30%	-3%	6%	i	0%	-13%
CC(C)CC(COCc1ccc(Cl)cc1)N1CCN(C(=O)c2ccc(C(F)(F)F)cc2)CCC1=O (stereo unspecified)	0%	8%	5%	0%	3%	-8%	-11%	4%
COCCN1Cc2cccc(C(=O)Nc3ccc(S(=O)(=O)N4CCCCCC4)cc3)c2C1=O	-2%	4%	6%	6%	2%	-10%	0%	6%
CCCC(O)(CCC)C(=O)NN1CCCCC1	0%	-7%	5%	1%	4%	-2%	-1%	-7%
CC/C(=N/NC(=O)CNc1ccc(Cl)cc1C)c1ccccc1	-1%	.	-5%	-2%	-5%	5%	-7%	-11%
Cc1cc(NS(=O)(=O)c2ccc(NC(=O)c3cnc4sccn4c3=O)cc2)nc(C)n1	3%	-2%	9%	0%	-4%	-1%	9%	0%
CC[n+]1c(S(=O)(=O)[O-])ccc2ccc(C)cc21	-2%	0%	?	1%	-1%	i	4%	-3%
Cc1ccccc1OCC(=O)Nc1ccc2oc(=O)ccc2c1	0%	.	?	0%	-10%	1%	-10%	-9%
COCCCNC(=O)c1ccccc1NS(C)(=O)=O	2%	8%	?	-5%	-2%	0%	0%	0%
O=C(COC(=O)c1ccc2c(c1Cl)C(=O)c1ccccc1C2=O)NC1CC1	-7%	-1%	5%	12%	11%	-27%	?	4%

Arranged by SMILES length (falling): part of the list above
SMILES	TexasRed fluor	L3MBTL1 block	JMJD2E inh	GoLoco inh red	Tau fibril FP	RECQ1 inh	Tau ThT inhib	TRb SRC2 PPI
CC(C)CC(COCc1ccc(Cl)cc1)N1CCN(C(=O)c2ccc(C(F)(F)F)cc2)CCC1=O (stereo unspecified)	0%	8%	5%	0%	3%	-8%	-11%	4%
COCCN1Cc2cccc(C(=O)Nc3ccc(S(=O)(=O)N4CCCCCC4)cc3)c2C1=O	-2%	4%	6%	6%	2%	-10%	0%	6%
COC(=O)c1ccc(C)c(NS(=O)(=O)c2ccc3c(c2)OCCO3)c1	0%	1%	2%	4%	1%	-11%	-4%	-1%
CC1=C(C(=O)Nc2ccc(F)c(F)c2)C(c2cccs2)NC(=S)N1 (stereo unspecified)	1%	-5%	-4%	-6%	-3%	-11%	2%	3%
COc1ccc(-c2nc3ccccc3s2)cc1NC(=O)COc1ccccc1C	1%	.	.	.	-13%	.	-12%	-2%
CC/C(=N/NC(=O)CNc1ccc(Cl)cc1C)c1ccccc1	-1%	.	-5%	-2%	-5%	5%	-7%	-11%
CC[n+]1c(S(=O)(=O)[O-])ccc2ccc(C)cc21	-2%	0%	?	1%	-1%	i	4%	-3%
CCOc1ccccc1/C=N/OCC(=O)NCc1ccc(F)cc1	-3%	2%	-30%	-3%	6%	i	0%	-13%
Cc1ccccc1OCC(=O)Nc1ccc2oc(=O)ccc2c1	0%	.	?	0%	-10%	1%	-10%	-9%
COCCCNC(=O)c1ccccc1NS(C)(=O)=O	2%	8%	?	-5%	-2%	0%	0%	0%
CCCC(O)(CCC)C(=O)NN1CCCCC1	0%	-7%	5%	1%	4%	-2%	-1%	-7%
